Screens (PubChem BioAssay)
GLS inh: blocks human kidney-isoform glutaminase activity | actives 0.21% (n = 410,000) | AID 624170 | O94925 | GLS enzymatic activity, qHTS titration | Potency, µM (series often up to 45.5 µM), without a hit: at the top dose activity change, negative = inhibition, most hits filed as inhibitors; note: potency is the fitted concentration of half-maximal effect; % is set by controls: 0 for no effect and ±100 for the full control effect
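Glutamate formation by hKGA was monitored fluorometrically using coupled glutamate oxidase, HRP and Amplex Red. Substrate was added as 1 mM L-glutamine solution; incubation was 30 min at RT after an initial read.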
POLH inh: DNA polymerase eta (human) inhibition. Q9Y253. recombinant Pol eta, fluorescent DNA replication assay. Potency, µM (doses to about 114 µM), without a hit: at the highest dose activity change, negative = inhibition, most hits filed as inhibitors. actives 1.2% (n = 390,000); note: potency is the fitted concentration of half-maximal effect; % is set by controls: 0 for no effect and ±100 for the full control effect
Target sequence (Q9Y253 whole entry, looked up): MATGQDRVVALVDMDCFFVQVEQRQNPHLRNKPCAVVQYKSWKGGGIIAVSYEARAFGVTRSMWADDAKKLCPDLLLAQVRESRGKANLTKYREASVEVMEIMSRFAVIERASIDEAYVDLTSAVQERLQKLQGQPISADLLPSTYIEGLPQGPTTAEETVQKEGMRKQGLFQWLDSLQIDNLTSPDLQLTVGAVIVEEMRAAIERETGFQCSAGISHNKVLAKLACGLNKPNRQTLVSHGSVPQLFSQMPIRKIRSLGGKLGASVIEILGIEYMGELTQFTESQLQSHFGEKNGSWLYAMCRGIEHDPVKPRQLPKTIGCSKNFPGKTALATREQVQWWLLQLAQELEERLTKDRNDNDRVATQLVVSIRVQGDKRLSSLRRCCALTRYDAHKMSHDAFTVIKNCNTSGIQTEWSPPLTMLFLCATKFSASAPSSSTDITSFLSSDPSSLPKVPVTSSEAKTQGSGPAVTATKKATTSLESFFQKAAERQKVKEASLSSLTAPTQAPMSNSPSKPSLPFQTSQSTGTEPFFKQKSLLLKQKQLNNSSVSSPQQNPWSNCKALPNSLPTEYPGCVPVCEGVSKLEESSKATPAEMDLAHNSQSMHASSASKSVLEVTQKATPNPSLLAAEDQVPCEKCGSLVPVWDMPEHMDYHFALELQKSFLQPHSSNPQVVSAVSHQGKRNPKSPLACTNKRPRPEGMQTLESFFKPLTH
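Pol eta at 10 nM preincubated with compounds 15 min at room temperature; reaction started with fluorescent substrate (50 nM final) and read kinetically at 0 and 10 min.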
PI4K2A block: blocks human PI4K2A kinase activity. Q9BTU6. purified PI4K2A, ADP-Glo luminescence, 1 h; active compounds read low. activity change, negative = inhibition, % at 76.9 µM. actives 0.13% (n = 420,000). AID 1346378; in the data active = activity change below about -50%; inconclusive = mostly about -30% to -49%;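 note: -100% = wells without enzyme as full effect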
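Compounds are screened against recombinant PI4K2A using PI as substrate and ATP, the latter dispensed at 300 microM. Reactions run one hour at ambient temperature before ADP-Glo detection; full inhibition defined by wells lacking enzyme.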
HP1b binding inh: inhibitors of HP1-beta chromodomain binding to methylated histone tails | P83916 | AlphaScreen HP1-beta / biotin-H3K9me3 peptide binding | Potency, µM (top dose mostly 114 µM), for inactives: at the top dose activity change, negative = inhibition, usual class: inhibitors | actives 0.56% (n = 390,000) | AID 540317; note: potency is the fitted concentration of half-maximal effect; nearly all actives have a fitted effect of over 70% in size; inactives centre near 23
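AlphaScreen: HP1-beta (50 nM) preformed 30 min with biotin-H3(1-18)K9me3 peptide (50 nM) in PBS pH 7.4, 0.01% Tween-20. Compound added for 30 min at RT, then streptavidin donor/nickel chelate acceptor beads (10 ug/mL) for 30 min.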
Pin1 inh: human Pin1 inhibition; Q13526; Pin1 FP peptide displacement, HiFluor488, 10 min; Potency, µM (titrated, usually from 115 µM), without a hit: at the top dose activity, negative = inhibition, most hits filed as inhibitors; actives 0.009% (n = 390,000); active = well fitted inhibition curve with a large enough effect in the polarisation, with a control signal flat, not every such curve was filed as active; inconclusive = small, poorly fitted or top-dose-only effect, or effect the other way, or a change in a side signal; inactive = no such curve, though single readings can be large or run the other way; the % refers to the polarisation; note: potency is the fitted concentration of half-maximal effect; % is set by controls: 0 for no effect and ±100 for the full control effect
PGK inhibitor: inhibitors of T. brucei phosphoglycerate kinase. P07378. PGK/GAPDH coupled, Kinase-Glo luminescence, 60 min. Potency, µM (series often up to 57.5 µM), inactives show top-dose activity change, negative = inhibition, actives largely listed as inhibitors. actives 0.043% (n = 380,000). AID 602233; note: potency is the fitted concentration of half-maximal effect; % is set by controls: 0 for no effect and ±100 for the full control effect; nearly all actives have a fitted effect of over 60% in size
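Recombinant glycosomal PGK reaction used 1,3-bisphosphoglycerate generated in-well by GAPDH (100nM final) in 100mM TEA pH 7.6, 5mM MgCl2, 0.01% Tween-20. After 60 minutes at room temperature, ATP was read by Kinase-Glo Plus luminescence end-point.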
BAZ2B inh: blocks human BAZ2B; actives 4.4% (n = 360,000); Potency, µM (highest dose often 114 µM), for the others: at the highest dose activity change, negative = inhibition, hits mostly inhibitors; AID 504333; AlphaScreen BAZ2B-H3K14Ac peptide displacement; note: potency is the fitted concentration of half-maximal effect; % is set by controls: 0 for no effect and ±100 for the full control effect; nearly all actives have a fitted effect of over 60% in size
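BAZ2B 50 nM plus b-H3(5-23)K14Ac 50 nM, PBS pH 7.4/0.01% Tween-20, 30 min RT; compound added (max 110 uM), 30 min RT; streptavidin donor/Ni-chelate acceptor beads 10 ug/mL final, 20 min dark; AlphaScreen read.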
G9a block: inhibitors of human histone lysine methyltransferase G9a; G9a H3K9 monomethylation, AlphaScreen, 2 h; Potency, µM (titrated, usually from 102 µM), for inactives: at the top dose activity, negative = inhibition, most hits filed as inhibitors; actives 8.8% (n = 350,000); AID 504332; note: potency is the fitted concentration of half-maximal effect; % is set by controls: 0 for no effect and ±100 for the full control effect; nearly all actives have a fitted effect of over 75% in size
Target sequence (Q96KQ7 913-1193 limits assumed): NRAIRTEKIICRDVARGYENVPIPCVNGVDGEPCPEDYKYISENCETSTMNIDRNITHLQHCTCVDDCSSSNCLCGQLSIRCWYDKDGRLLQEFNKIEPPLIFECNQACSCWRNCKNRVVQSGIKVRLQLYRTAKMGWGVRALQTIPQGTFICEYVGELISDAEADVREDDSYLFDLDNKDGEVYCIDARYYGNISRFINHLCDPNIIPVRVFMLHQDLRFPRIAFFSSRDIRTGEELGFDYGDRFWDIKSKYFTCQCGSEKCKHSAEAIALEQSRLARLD
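Quantitative HTS format: methyltransferase activity on a biotin-tagged H3K9 peptide is measured by AlphaScreen, using a rabbit anti-monomethyl-H3K9 antibody with streptavidin donor and anti-IgG acceptor beads. Final levels are 20 nM enzyme, 500 nM peptide, 20 uM SAM; 2 h RT.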
JMJD2A Tudor inh: JMJD2A Tudor domain (human) inhibition; O75164; AlphaScreen JMJD2A-Tudor / H3K4me3 peptide binding; Potency, µM (highest dose often 114 µM), for the others: at the top dose activity change, negative = inhibition, most hits filed as inhibitors; actives 4.4% (n = 390,000); AID 504339; note: potency is the fitted concentration of half-maximal effect; % is set by controls: 0 for no effect and ±100 for the full control effect; nearly all actives have a fitted effect of over 50% in size
* hit, by the source's call; i = inactive; ? = inconclusive; . = no result given; [ ] = remark or other dose. Unless noted, calls come from the whole dose curve; as a rule, active = well fitted curve in the direction sought with a large enough effect; inconclusive = small, poorly fitted or top-dose-only effect, or another doubt; inactive = no such curve, though single readings can be large; an effect the other way counts as inactive or inconclusive. Some of the compounds tested (hit frequency here may not be typical).

GLS inh,POLH inh,PI4K2A block,HP1b binding inh,Pin1 inh,PGK inhibitor,BAZ2B inh,G9a block,JMJD2A Tudor inh,SMILES
3%,-19%,5,47%[activator],0%,i,-4%,15%,-21%,C/C(=N\NC(=O)c1ccccc1)c1c(C)[nH]n(-c2ccccc2)c1=O
-1%,-18%,1,26%,9%,11%,-3%,1%[59 µM],-9%,COc1ccc(CNC(=O)c2cnn3c(C)c(Cc4ccc(F)cc4)c(C)nc23)cc1
-5%,-18%,0,33%[activator],-7%,.,-2%,-8%[2.33 µM],-18%,Cc1nc2ccccc2n1S(=O)(=O)c1cc(C(=O)O)ccc1Cl
2%,4%,-1,15%,0%,-1%,-9%,5%,0%,CC(=O)Nc1ccc(S(=O)(=O)NCC(=O)NCCCc2ccccc2)cc1
1%,50µM*,-20,?,-4%,-12%,50µM*,?,28µM*,CCC(=O)OC1(C)C(=O)C=C2C=C(c3ccsc3)OC=C2C1=O (stereo not given)
-1%,-10%,7,44%[activator],-1%,-4%,10%,-2%[12.7 µM],-13%,O=C1N(CN2CCN(c3cccc(Cl)c3)CC2)c2ccccc2C12OCCCO2
-4%,-9%,-10,46%,2%,6%,6%,.,15%,CCCS(=O)(=O)N1CCCC(C(=O)N2CCOCC2)C1 (stereo not given)
1%,-13%,3,5%,-6%,4%,7%,?,-15%,COCCC(=O)N1CCC(Oc2ccc(C(=O)N3C[C@H]4CC[C@H]3C4)cc2)CC1

The results go on:
GLS inh,POLH inh,PI4K2A block,HP1b binding inh,Pin1 inh,PGK inhibitor,BAZ2B inh,G9a block,JMJD2A Tudor inh,SMILES
6%,-12%,-4,27%,-10%,-9%,1%,.,5%,COc1ccc(-c2cc(C(=O)N3CCCCC3)c3ccccc3n2)cc1OC
-4%,-4%,0,42%,1%,-10%,14%,8%,13%,CCOC(=O)c1c(NC(=O)c2cccs2)sc2c1CCC2
-15%,-18%,2,21%,-3%,5%,-28%,-1%,-14%,CC1(C)C2CCC(C2)C1C/C=N/NC(N)=S (stereo not given)
8%,2%,-4,23%,-2%,-9%,.,?,-8%,Cc1cccc(-n2c3nc(=O)n(C)c(=O)c-3cc3c(Cl)cccc32)c1C
18%,-11%,-4,-5%,-4%,-2%,-37%,9%[12.7 µM],-1%,O=C(C1CCN(S(=O)(=O)N2CCC3(CC2)OCCO3)CC1)N1CCC(Cc2ccccc2)CC1
13%,-8%,-2,60%[activator],?,i,8%,35%[59 µM],26%,C=C(C)COc1ccc2c3c(c(=O)oc2c1OCC(=C)C)CCC3
-2%,-14%,0,40%[activator],-4%,7%,-3%,0%,3%,COc1ccc(-c2noc(CCC(=O)NCCc3ccccc3)n2)cc1OC
-7%,-16%,3,26%,-2%,-10%,1%,-35%,6%,COc1ccc(OCCC(=O)c2ccc(OC)cc2)cc1

Next section:
GLS inh,POLH inh,PI4K2A block,HP1b binding inh,Pin1 inh,PGK inhibitor,BAZ2B inh,G9a block,JMJD2A Tudor inh,SMILES
0%,-12%,-3,30%,-3%,8%,.,-24%,-5%,O=C(O)c1cccc(S(=O)(=O)N(Cc2ccccc2)c2ccccc2)c1
2%,-11%,-1,19%,3%,6%,1%,-12%,6%,CC(C(=O)NC(C)(C)C)N(C(=O)CS(=O)CC(=O)Nc1ccc(F)cc1)C1CCCC1 (stereo not given)
-2%,-25%,-4,28%,-6%,0%,7%,-3%,1%,CCOC(=O)N/N=C(\C)c1ccc(C)c([N+](=O)[O-])c1
3%,-8%,7,34%[activator],-8%,-5%,1%,25µM*,-21%,Cc1nc2sc(C(c3ccco3)N3CC(C)OC(C)C3)c(O)n2n1 (stereo not given)
-2%,-12%,1,31%,-1%,-6%,-2%,7%,-9%,CC(C)/C=C1\CCc2c([nH]c3ccccc23)C1=O
33%[activator],-11%,-4,21%,-9%,.,-13%,-4%,?,O=C1C2C3C=CC(C3)C2C(=O)N1CCN1CCN(Cc2ccc([N+](=O)[O-])cc2)CC1 (stereo not given)
.,-14%,4,38%[activator],-2%,i,-22%,5%,11%,CCn1c(=O)n(CC)c2cc([N+](=O)[O-])ccc21
16%,-5%,5,25%,-2%,4%,-2%,10%,-2%,O=C(CN1C(=O)c2ccccc2S1(=O)=O)c1cccc(Br)c1

(continued)
GLS inh,POLH inh,PI4K2A block,HP1b binding inh,Pin1 inh,PGK inhibitor,BAZ2B inh,G9a block,JMJD2A Tudor inh,SMILES
-3%,-4%,4,3%,?,1%,.,.,20µM*,CCCNc1ncc2c(=O)[nH][nH]c(=O)c2n1
-1%,-12%,-3,15%,-4%,-12%,-9%,-4%,-3%,CC1Cc2ccccc2N1S(=O)(=O)c1cccc(C(=O)N2CCCCC2)c1 (stereo not given)
9%,-10%,-3,19%,-1%,7%,-6%,11%[59 µM],-3%,Nc1nc(SCc2ccccc2Cl)[nH]c(=O)c1-c1ccccc1
9%,-22%,-16,26%,?,2%,4%,-7%[0.501 µM],-11%,COc1cc(OC)cc(-c2nnc(NC(=O)CCS(=O)(=O)c3ccc(C)cc3)o2)c1
13%,-18%,0,53%[activator],?,-5%,-1%,2%,-1%,Cc1ccc(Nc2nc(Cl)c(C=O)s2)cc1Cl
-3%,-11%,7,18%,3%,-6%,-5%,2%,-3%,CNC(=O)C1CCN(S(=O)(=O)c2c(C)noc2/C=C/c2ccc(C)cc2)CC1
10%,-3%,2,25%,-6%,6%,-2%,5%,0%,CCOCCCNC(=O)CCCn1nc(C)n2c(cc3sccc32)c1=O
10%,1%,0,-4%,-4%,8%,?,?,-20%,CCOc1ccc(Nc2ccc(C(=O)O)cc2[N+](=O)[O-])cc1

Further records follow:
GLS inh,POLH inh,PI4K2A block,HP1b binding inh,Pin1 inh,PGK inhibitor,BAZ2B inh,G9a block,JMJD2A Tudor inh,SMILES
6%,-3%,-1,9%,-2%,0%,?,?,-29%,COCCn1nnnc1C(c1ccccc1OC)N1CCN(c2ccccc2F)CC1 (stereo not given)
?,-18%,0,14%,-8%,i,-30%,?,10µM*,CC(C)(C)c1cc(-c2n[nH]c(=S)n2-c2ccccc2F)n[nH]1
-17%,1%,-1,-6%,3%,-2%,-26%,?,-28%,Cc1nnsc1C(=O)N1CCCC(Nc2ccc(C(C)C)cc2)C1 (stereo not given)
-8%,-21%,8,7%,-4%,-8%,-15%,13%,1%,O=C(Nc1ccc2c(c1)OCO2)C1CC(=O)N(c2cccc(Cl)c2)C1 (stereo not given)
8%,?,2,54%[activator],?,-7%,-14%,29%[12.7 µM],-3%,COC(=O)Cn1c(=O)c2c(n(Cc3ccccc3)c1=O)N/C(=C/c1ccc(Br)cc1)C2=O
-1%,79µM*,-2,9%,?,-8%,?,.,-26%,Cc1c(OCC(=O)N[C@@H](Cc2c[nH]c3ccccc23)C(=O)O)ccc2c1oc(=O)c1ccccc12
0%,-17%,-4,19%,-3%,-7%,5%,15%,-15%,O=C(NCC1CCCO1)C1CCCN1C(=O)NC1CCCCC1 (stereo not given)
0%,-4%,-1,24%,45%[activator],4%,10%,-2%[12.7 µM],-5%,O=C(CC(NC(=O)c1ccccc1Cl)c1ccccc1)Nc1ccc2c(c1)OCO2 (stereo not given)

(next part)
GLS inh,POLH inh,PI4K2A block,HP1b binding inh,Pin1 inh,PGK inhibitor,BAZ2B inh,G9a block,JMJD2A Tudor inh,SMILES
-6%,-1%,-2,13%,-4%,-16%,14%[57.1 µM],-3%[59 µM],-15%,CC(C)(C)OC(=O)N1CCC(c2c(C(=O)N3CCN(c4ccccn4)CC3)cnn2-c2ccc(F)cc2)CC1
9%,-37%,7,25%,-2%,-7%,-12%,15%,1%,CCC(C)[C@H](NC(=O)N1CCC(C)CC1)C(=O)O (stereo not given in full)
18%,-13%,6,18%,-2%,5%,9%,0%[59 µM],0%,O=C(NCC1CCCO1)c1nn2cccnc2c1Cl (stereo not given)
-3%,-15%,-2,27%,-12%,-5%,?,.,-9%,Cc1cc(C)cc(N(CC(=O)Nc2ccc(Br)cc2)S(=O)(=O)c2c(C)[nH]c(=O)[nH]c2=O)c1
?,-5%,-2,15%,-1%,-8%,?,-3%[12.7 µM],?,CCCCNc1nc(=S)[nH]c2cc(OC)c(OC)cc12
2%,-14%,-2,-7%,-9%,3%,35µM*,-5%,?,Oc1[nH]c2ccccc2c1C=Nc1ccc2c(c1)OCCO2
8%,-4%,3,?,-2%,-9%,-33%,?,?,Cc1c(C)n(Cc2ccccc2)c2ncnc(NCCCN(C)C)c12
1%,?,15,-20%,0%,i,?,?,?,O=C(/C=C/c1cccc2ccccc12)c1ccncc1
-11%,-15%,-2,-2%,-3%,-9%,-37%,50µM*,-25%,COc1ccc(OCC(=O)NC(=O)c2ccccc2OC)c([N+](=O)[O-])c1
-3%,-20%,0,35%,2%,-2%,1%,40%,-12%,CC(Sc1nc2ccccc2[nH]1)C(=O)NC1CCCCC1C (stereo not given)
-3%,-8%,2,47%[activator],1%,0%,9%,25%[12.7 µM],-7%,O=C(CC1SC(N2CCCCC2)=NC1=O)Nc1ccc(C(=O)O)cc1 (stereo not given)

No new results follow: an excerpt of the list.
GLS inh,POLH inh,PI4K2A block,HP1b binding inh,Pin1 inh,PGK inhibitor,BAZ2B inh,G9a block,JMJD2A Tudor inh,SMILES
-6%,-1%,-2,13%,-4%,-16%,14%[57.1 µM],-3%[59 µM],-15%,CC(C)(C)OC(=O)N1CCC(c2c(C(=O)N3CCN(c4ccccn4)CC3)cnn2-c2ccc(F)cc2)CC1
9%,-37%,7,25%,-2%,-7%,-12%,15%,1%,CCC(C)[C@H](NC(=O)N1CCC(C)CC1)C(=O)O (stereo not given in full)
18%,-13%,6,18%,-2%,5%,9%,0%[59 µM],0%,O=C(NCC1CCCO1)c1nn2cccnc2c1Cl (stereo not given)
